# RGS4 pot: RGS4 potentiation or activation | HEK293 M3R/inducible RGS4, carbachol calcium flux Fluo4; hits give low values | actives 0.92% (n = 310,000) | AID 463111 | B-score at 10 µM;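 active = B-score of the integrated calcium signal more than 4 SD below the library mean, with starting fluorescence not abnormally high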;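 also: negative B-score means reduced calcium response which marks RGS4 activation or potentiation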
#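 Reagent: ECmax carbachol challenge; Test system: M3R-expressing HEK293 line, RGS4 induced by doxycycline; Schedule: overnight RGS4 induction, 30 min dye load 37 °C, 20 min compound RT; Detection: calcium dye Fluo4 fluorescence; Read-out: Agonist-evoked peak-minus-minimum fluorescence over baseline, integrated ratio, B score.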
# TRPC6 activator: activates the mouse TRPC6 cation channel. HEK293-TRPC6 membrane potential dye fluorescence; hits give high values. B-score at 10 µM. actives 0.13% (n = 310,000);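 active = B-score of the integrated fluorescence ratio above library mean plus 3 SD, and starting fluorescence ratio within library mean plus 5 SD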;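 also: higher score means more depolarization so channel activation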
# Target sequence (Q61143 whole entry, looked up): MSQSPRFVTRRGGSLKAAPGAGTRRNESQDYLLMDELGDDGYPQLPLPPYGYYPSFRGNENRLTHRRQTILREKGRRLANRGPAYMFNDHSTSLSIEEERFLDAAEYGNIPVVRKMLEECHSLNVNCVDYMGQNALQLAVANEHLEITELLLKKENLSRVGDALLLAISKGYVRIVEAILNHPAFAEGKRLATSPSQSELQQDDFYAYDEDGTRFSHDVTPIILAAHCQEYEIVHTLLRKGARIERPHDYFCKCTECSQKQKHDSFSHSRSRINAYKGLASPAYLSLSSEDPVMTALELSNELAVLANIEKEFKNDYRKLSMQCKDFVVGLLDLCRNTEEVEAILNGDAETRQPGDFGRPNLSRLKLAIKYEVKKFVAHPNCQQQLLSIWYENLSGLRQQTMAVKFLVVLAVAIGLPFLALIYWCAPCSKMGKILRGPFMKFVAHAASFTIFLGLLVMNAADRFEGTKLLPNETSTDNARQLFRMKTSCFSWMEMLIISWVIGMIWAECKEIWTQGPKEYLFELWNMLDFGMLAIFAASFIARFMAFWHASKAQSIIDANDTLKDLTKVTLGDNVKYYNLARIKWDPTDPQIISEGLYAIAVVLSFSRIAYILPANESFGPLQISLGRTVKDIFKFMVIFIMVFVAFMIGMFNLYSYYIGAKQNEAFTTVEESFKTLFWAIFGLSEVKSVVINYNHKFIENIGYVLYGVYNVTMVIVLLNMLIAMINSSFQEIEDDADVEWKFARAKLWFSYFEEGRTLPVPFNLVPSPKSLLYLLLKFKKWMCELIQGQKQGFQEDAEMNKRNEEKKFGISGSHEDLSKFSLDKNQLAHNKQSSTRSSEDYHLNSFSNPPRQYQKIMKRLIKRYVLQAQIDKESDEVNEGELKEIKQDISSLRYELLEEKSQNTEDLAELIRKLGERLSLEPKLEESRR
# SKKanGAS inh: SKKanGAS growth inhibition; S. pyogenes SKKanGAS, kanamycin growth, BacTiter-Glo, 6 h; inhibition, % at 7.5 µM; actives 1.3% (n = 300,000);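 active = mean replicate score, as percent of positive control median, at least 50; inconclusive = mean below 50 but one replicate at or above 50; inactive = mean and every replicate below 50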;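 also: strain carries kanamycin resistance gene driven by streptokinase promoter and grows in 40 µg/ml kanamycin; loss of luminescence reflects streptokinase promoter inhibition or plain growth inhibition; 0% = median of DMSO wells and 100% = positive control at its reference dose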
# HDAC3 inh: human HDAC3 inhibition; O15379; recombinant HDAC3, fluorogenic peptide/trypsin coupled, fluorescence; inhibition, % at 8.3 µM; actives 0.15% (n = 320,000); AID 2718; in the data active = inhibition above about 26%, passing the limit was not always enough; inconclusive = no clear call, values can overlap the other calls
# MrgX1 allo act: human MrgX1 positive allosteric modulation, primary screen; MrgX1-HEK293, Fluo-4 calcium flux, FDSS; hits give high values; actives 0.63% (n = 310,000); B-score at 10 µM;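 active = plate-corrected calcium response at least 3 library SD above typical, normal starting fluorescence, not activating the receptor alone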;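 also: compound read alongside a low EC10 to EC30 dose of BAM8-22 agonist; peak minus trough fluorescence over baseline measured at the second addition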
# ANO1 activ: mouse TMEM16A channel activation, primary screen; HEK293 TMEM16A/YFP-H148Q/I152L, iodide quench fluorescence; hits give low values; AID 623877; B-score at 10 µM; actives 0.3% (n = 340,000); Q8BHY3;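 active = fluorescence-ratio B-score plate-corrected deviation score at least 3 library SD below zero, with starting fluorescence score within 5 deviations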;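 also: channel opened by trigger with iodide after compound preincubation; score built on the fluorescence ratio of max minus min over baseline; more negative score means more quench and so TMEM16A activation or potentiation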
# TMEM16A inh: inhibitors of mouse TMEM16A calcium-activated chloride channel; HEK293 TMEM16A/YFP iodide influx fluorescence, ionomycin; normalized B-score (activity score, 25-100; higher = stronger inhibition) at 10 µM; actives 1.2% (n = 310,000); AID 588511;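 active = ratio plate-corrected score three or more library SD toward inhibition, starting fluorescence score within five deviations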;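 also: score derived from kinetic fluorescence span divided by baseline fluorescence per well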
# RGS4 block: inhibitors of human RGS4; P49798; HEK293 M3R/RGS4 inducible, Fluo-4 calcium flux; hits give high values; triggered by carbachol at its EC20; B-score at 10 µM; actives 0.45% (n = 310,000); AID 463165;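 active = B-score, a plate-corrected calcium signal, over three deviations above library mean, with baseline fluorescence within five deviations of library mean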;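 also: RGS4 expression induced by doxycycline in cells with stable M3 receptor; B-score is computed from the integrated fluorescence ratio over baseline after carbachol; higher B-score means a larger calcium signal and so more RGS4 inhibition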
# MrgX1 antagonist: antagonists of human MrgX1 receptor | Q96LB2 | MRGX1-HEK293 calcium flux, Fluo-4, BAM8-22 antagonism; hits give low values | B-score at 10 µM | actives 1.3% (n = 310,000);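 active = calcium-response B-score plate-corrected more than 3 library SD below zero, starting fluorescence within 5 deviations, no agonist response on first addition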;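 also: peak minus trough fluorescence over baseline after final BAM8-22 challenge near maximal dose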
# TRPC6 inhibitor: blocks the mouse TRPC6 cation channel; Q61143; HEK293-TRPC6, membrane potential dye, ACh-evoked depolarization; hits give low values; B-score at 10 µM; actives 1.1% (n = 310,000);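 active = B-score under library mean minus 3 SD, initial fluorescence not abnormally high, positive integrated signal ratio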;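 also: B-score derived from integrated fluorescence ratio over the kinetic read; more negative B-score means stronger inhibition of depolarization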
# MrgX1 ag: human MrgX1 receptor agonism, primary screen; Q96LB2; MrgX1-HEK293 cells, Fluo-4 calcium fluorescence, agonist mode; hits give high values; B-score at 10 µM; actives 0.44% (n = 310,000); AID 588627;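 active = calcium response B-score plate-corrected fluorescence ratio at least 3 library SD, with starting fluorescence B-score inside 5 SD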
#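 System: HEK293 cells stably expressing human MrgX1 receptor; Dosing: test compound in the initial addition of three; Schedule: overnight plating, then 30 min 37 °C plus 30 min room-temperature dye loading; Detection: kinetic calcium dye fluorescence, Fluo-4 NW; Controls: per-plate positive and negative controls for Z′ factor.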
# The depositor's hits bear a star; i = inactive; u = inconclusive; x = no result given.
SMILES,RGS4 pot,TRPC6 activator,SKKanGAS inh,HDAC3 inh,MrgX1 allo act,ANO1 activ,TMEM16A inh,RGS4 block,MrgX1 antagonist,TRPC6 inhibitor,MrgX1 ag
CC(=O)NCC(=O)OCC(=O)Nc1ccc(C(C)=O)cc1,i,i,-4,2,i,i,i,i,i,i,i
Cc1ccc(Oc2c(C)nc(-c3ccccc3)[nH]c2=O)cc1,i,i,3,1,i,i,i,i,i,i,i
COc1ccc(C(=O)C(/C=N/O)=N/Nc2ccc(F)cc2)cc1,i,i,18,4,i,i,i,i,i,i,i
c1ccc(Cn2nnc3c(N4CCc5ccccc5C4)ncnc32)cc1,i,i,5,-10,i,i,i,i,i,i,i
O=[N+]([O-])c1ccccc1S(=O)(=O)NC1CCCC1,i,i,-4,-3,i,i,i,i,i,i,i
Cc1ccccc1NC(=O)c1ccc(Nc2c([N+](=O)[O-])cc([N+](=O)[O-])c3ccccc23)cc1,i,i,15,x,i,i,i,i,i,i,i
COc1cc(-c2c(C#N)c(=O)[nH]c3c2c(C)nn3-c2ccccc2)ccc1O,i,i,18,6,i,i,i,i,i,i,i
Cc1ccc(CS(=O)Cc2ccc(C(=O)NCC(C)c3ccccc3)o2)cc1 (stereo unspecified),i,i,-5,u,i,i,i,i,i,i,i
CCCSc1nc(C)cc(C)c1S(C)(=O)=O,i,i,-4,0,i,i,i,i,i,i,i
O=C(CNC(=O)c1ccccc1)OC1CCCCC1,i,i,-2,-1,i,i,i,i,i,i,i
Cc1ccc(C)c(N2CCN(C(=O)CCC(=O)N3CCOc4ccc(Cl)cc43)CC2)c1,i,i,30,9,i,i,i,i,i,i,i
Cc1cccc(-c2cc(C(=O)Nc3ccc4c(c3)OCCO4)c3ccccc3n2)c1,-7.2*,i,-1,0,i,i,i,i,i,i,i
COc1ccc(C2c3[nH]c4ccccc4c3C[C@H]3C(=O)N(c4ccccc4C(=O)NCCN4CCOCC4)C(=O)N23)cc1 (stereo partly specified),i,i,-2,1,i,i,i,i,i,i,i
COC(=O)c1ccccc1NC(=S)N1CCC(N2CCCCC2)CC1,i,i,-3,-4,i,i,i,i,i,i,i
CCC(OC(=O)c1nsc(Cl)c1Cl)C(=O)NCC1CCCO1 (stereo unspecified),i,i,-4,5,i,i,i,i,i,i,i
CCOc1ccc(CSC(=N)N)cc1[N+](=O)[O-],i,i,-1,0,i,i,i,i,i,i,46*
C/C(=N\NC(=O)c1ccccc1)c1ccc(N2CCCCC2)cc1,i,i,-4,6,i,i,i,i,i,i,i
CC(C)C[C@H](NC(=O)c1nc[nH]c1C(=O)NC1CCN(C(=O)OC(C)(C)C)CC1)C(=O)OCc1ccccc1,i,i,73*,44*,i,i,i,i,i,i,i
Cc1ccccc1NC(=O)CN1C(=O)COc2ccc(Cl)cc21,i,i,-3,-4,i,i,i,i,i,i,i
Clc1ccc2oc(-c3cccnc3NCc3ccccc3)nc2c1,i,i,26,-27,i,i,i,i,i,i,i
Cc1c(OC(C)C(=O)NCCCN2CCOCC2)ccc2c3c(c(=O)oc12)CCC3 (stereo unspecified),i,i,4,-8,i,i,i,i,i,i,i
O=C(CN1CCOc2ccccc21)N1CCC(Cc2ccccc2)CC1,i,i,-18,-5,i,i,i,i,i,i,i
CCOC(=O)C1=C(C)OC2(O)c3ccccc3C(=O)C12O (stereo unspecified),i,i,0,1,i,i,i,i,i,i,i
COc1ccc(N2C(=O)C3CCCN3C2=O)cc1 (stereo unspecified),i,i,-4,-3,10*,i,i,i,i,i,i
COc1cc2c(cc1NC(=O)COC(=O)c1ccc(C(C)(C)C)cc1)oc1ccccc12,i,i,8,-2,i,i,i,i,i,i,i
O=S(=O)(/N=C(/Nc1ccccc1)C(F)(F)F)c1ccccc1,i,i,-4,-2,i,i,i,i,i,i,i
Cc1cc(-c2ccc(Cl)cc2Cl)c(C#N)c(=O)[nH]1,i,i,-9,-3,i,i,i,i,i,i,i
O=C(Nc1cc(S(=O)(=O)N2CCCC2)ccc1OCC(F)(F)F)c1ccccc1F,i,i,-7,2,i,i,i,i,i,i,i
O=C1Nc2ccc(F)cc2C12Nc1ccccc1-c1nnc(SCc3ccccc3)nc1O2 (stereo unspecified),i,i,-7,7,i,i,i,i,i,i,i
COc1ccccc1CN1CC(C(=O)N(C)CCc2nc3ccc(F)cc3[nH]2)CCC1=O (stereo unspecified),i,i,2,-2,i,i,i,i,i,i,i
CCN(CCCNC(=O)C1CCC(=O)N1C1CCCC1)c1cccc(C)c1 (stereo unspecified),i,i,-6,-5,i,i,i,i,i,i,i
CC1=CC(=O)C(C(C)=Nc2ccccc2Cl)C(=O)O1 (stereo unspecified),i,i,3,-1,i,i,i,i,i,i,i
CCCCCC(=O)c1c(C)[nH]c(C(=O)OCC)c1C,i,i,-15,5,i,i,i,i,i,i,i
O=C(CC(c1ccccc1O)N1CCCCC1)N1CCCCC1 (stereo unspecified),i,i,0,-3,i,i,i,i,i,-9.7*,i
CCN(CCNC(=O)C1CCCN(S(=O)(=O)c2cnc[nH]2)C1)c1ccccc1 (stereo unspecified),i,i,-1,0,i,i,i,i,i,i,i
CN(CCO)c1cc(N2CCN(C(=O)c3ccco3)CC2)c2nonc2c1[N+](=O)[O-],i,i,-1,x,i,i,i,i,i,i,i
CCOC(=O)c1cc(-c2ccccc2)sc1NC(=O)CSc1nncs1,i,i,11,2,i,i,i,i,i,i,i
Cc1ccc(S(=O)(=O)NCC(c2ccco2)N2CCOCC2)cc1 (stereo unspecified),i,i,5,3,i,i,i,i,i,i,i
Cc1nn(C)cc1CN(C)C(=O)c1cc(COc2ccc(F)cc2F)on1,i,i,-10,-6,i,i,i,i,i,i,i
Cc1ccc(C2(c3noc(CN4C[C@@H](C)O[C@@H](C)C4)n3)CCCC2)cc1,i,i,0,2,i,i,i,i,i,i,i
O=C(N/N=C\c1ccco1)Nc1cccc(Cl)c1,i,i,-5,6,i,i,i,i,i,i,i
O=C(CSCCS(=O)(=O)c1ccc(Cl)cc1)Nc1ccccc1,i,i,-2,-5,i,i,i,i,i,i,i
Cc1ccccc1-n1c(=O)cc(N2CCc3ccccc3C2)[nH]c1=O,i,i,2,0,i,i,i,i,i,i,i
COc1cccc(C2Oc3ccccc3C3CC(c4cccs4)=NN32)c1 (stereo unspecified),i,i,3,-4,i,i,i,i,i,i,i
Cc1cc(=O)[nH]c(-c2ccccc2O)n1,i,i,-3,-14,i,i,i,i,i,i,i
COc1ccccc1CNC(=O)Cn1c(=O)oc2cc(Cl)ccc21,i,i,-5,x,i,i,i,i,i,i,i
CCN1CCN(CCC(=O)Nc2ccc(F)c(F)c2)CC1,i,i,-1,3,i,i,i,i,i,i,i
COc1cc(NC(=O)C2CC3CCC2C3)c(OC)cc1Cl (stereo unspecified),i,i,2,3,i,i,i,i,i,i,i
COc1cc(CN2CCNC(=O)C2CC(=O)N2CCCO2)cc(OC)c1 (stereo unspecified),i,i,0,13,i,i,i,i,i,i,i
Cc1cccnc1NC(=O)CCNC(=O)c1ccccc1Cl,i,i,1,-1,i,i,i,i,i,i,i
COc1ccc(CC(=O)NC(C)(C)C)cc1S(=O)(=O)N1CCOCC1,i,i,-6,-1,i,i,i,i,i,i,i
CCOC(=O)c1cccc(Nc2ncnc3ccc(C)cc23)c1,i,i,-5,1,i,i,i,i,i,i,i
CCC(CC)C(=O)NCc1ccc2c(c1)cc(C)n2C,i,i,-2,1,i,i,i,i,i,i,i
CCOC(=O)Cc1nnc(NC(=O)CSc2nncn2C)s1,i,i,3,u,i,i,i,i,i,i,i
O=C(Oc1cccnc1)c1ccccc1[N+](=O)[O-],i,i,-17,5,i,i,i,i,i,i,i
O=C(NC1CCCCC1)c1ccc(S(=O)(=O)NCc2ccco2)cc1,i,i,-6,4,i,i,i,i,i,i,i
COc1ccc(S(=O)(=O)N2CCCN(CC(=O)Nc3cc(NC(C)=O)ccc3OC)CC2)cc1,i,i,-4,-7,i,i,i,i,i,i,i
O=C1c2cnccc2CN1Cc1ccccc1,i,i,-1,-3,i,i,i,i,-5.3*,i,i
CCC(=O)Nc1ccc(S(=O)(=O)Nc2ncccn2)cc1,i,i,-5,11,i,i,i,i,i,i,i
O=c1c2cc(NC(=S)NCc3ccccn3)ccc2nc2n1CCCCC2,i,i,7,-3,i,i,i,i,i,i,i

# Remaining list, next part
SMILES,RGS4 pot,TRPC6 activator,SKKanGAS inh,HDAC3 inh,MrgX1 allo act,ANO1 activ,TMEM16A inh,RGS4 block,MrgX1 antagonist,TRPC6 inhibitor,MrgX1 ag
O=C(CSc1nnc(-c2ccccc2)n1-c1ccccc1)N1c2ccccc2Sc2ccccc21,i,i,-2,-5,i,i,i,i,i,i,i
CCCCC(=O)Nc1ccc2c(c1)nc1n2CCSC1,i,i,8,-15,i,i,i,i,i,i,i
CC(=O)N(c1ccc(C(C)C)cc1)C1C=CS(=O)(=O)C1 (stereo unspecified),i,i,-10,-4,i,i,i,i,i,i,i
COc1ccc(N2CCN(C(=O)COC(=O)Cc3cccc(OC)c3)CC2)cc1,i,i,-4,-9,i,i,i,i,i,i,i
C/C(=N\NC(=O)CN1CCCCC1)c1cccc([N+](=O)[O-])c1,i,i,0,-6,i,i,i,i,i,i,i
COc1ccc(S(=O)(=O)NN(C)c2ncc(C(F)(F)F)cc2Cl)cc1,i,i,-4,1,i,i,i,i,i,i,i
Cc1cc(-c2[nH]nc3c2C(c2cccc(O)c2)C(C#N)=C(N)O3)c(C)s1 (stereo unspecified),i,i,0,0,i,i,i,i,i,i,i
O=C(c1ccc(Oc2ccc(Cl)cc2)c([N+](=O)[O-])c1)N1CCCC1,i,i,2,2,i,x,i,i,i,i,i
O=C1C2CCCCN2C(=O)N1CCCCN1CCN(c2ccccc2Oc2ccccc2)CC1 (stereo unspecified),i,i,11,u,i,i,i,i,i,i,i

# Bioassay records: PubChem BioAssay, several laboratories
